Source: PubChem (several laboratories)
Autophagy HCS: alters autophagy in cells; calls only at 10 µM (by protocol); MEF GFP-LC3 puncta imaging; test concentration mostly 10 µM; AID 463193; 190,000 compounds, 0.98% hits;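 active = percentage of spot-positive cells more than 3 SD above its plate mean, without a fluorescence outlier flag or 80% toxicity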;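 also: spot-positive cell cutoff set from DMSO-treated cells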
Dynein cargo inh: blocks dynein driven cargo transport along microtubules; 3617.4 mouse cells, GR-EGFP nuclear translocation imaging; test concentration mostly 20 µM; stimulated with dexamethasone, 1 µM; hits give low values; z-score, hits read low; AID 1381; 220,000 compounds, 0.47% hits;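 active = plate z-score of nuclear minus cytoplasmic receptor signal below a set negative limit, without overly bright fluorescence or cell loss, cut at about -3.5 in these data, passing the limit was not always enough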;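 also: z-score of nuclear minus cytoplasmic ring GR-EGFP intensity difference per well; some compounds called inactive have numbers as strong as hits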
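Also added – dexamethasone, 1.0 µM final · Buffer or medium – tet-free, stripped-serum medium · Schedule – induction 48 h, compound 1 h, agonist 30 min · Detection – formaldehyde fixation, Hoechst nuclear stain, 10x automated fluorescence imaging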
T cell modulator: T cell immune modulation candidate; 330,000 compounds, 0.068% hits; 2C CD8+ T cell-vesicle binding, flow cytometry; hits give low values; AID 2052; calls only at 7 µM;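 active = response, share of CD8 T cells binding vesicles, and their 90th percentile fluorescence all below set limits, cut at about 80% in these data, passing the limit was not always enough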
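Also added: QL9-peptide-loaded Drosophila micro-vesicles bearing Ld, ICAM-1 and B7-1; Test system: purified 2C TCR transgenic mouse naive CD8+ T cells; Measured by: cytometric PE anti-B7-1 and Alexa647 anti-CD8 signals after 1% paraformaldehyde fixation; Timing: binding step 1.5 h, 37 °C, antibody labelling 20 min, ice.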
MT stabilizer: microtubule stabilization, imaging screen | HeLa tubulin immunostaining HCS, 24 h; share of cells brighter than vehicle mean+2SD | AID 2205 | 200,000 compounds, 0.83% hits | % tubulin-high responders, % at 10 µM;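 active = plate Z-score above 3 for both tubulin-high and condensed-nucleus cell shares, with cell loss under 80%, at 10 µM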;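 also: anti alpha tubulin signal scored within the nucleus-defined area of each cell; some results filed as inactive read as strong as hits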
ER stress rescue: rescue of cells from ER stress-induced death, primary screen, 384-well, CSM14.1, thapsigargin, ATP luminescence (AID 1222); CSM14.1 thapsigargin-induced death rescue, ATP luminescence; higher % means a stronger effect; one-dose cellular ATP content (survival), % at 20 µM; EC50 in µM for titrated hits; 190,000 tested, under 10 active;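 active = EC50 below 50 µM in the dose-response confirmation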;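 also: death triggered by thapsigargin at about 15 µM added after 2 h compound pretreatment; cell ATP read after overnight thapsigargin exposure of roughly 18 to 22 hours; normalized against plate controls of thapsigargin alone and 5% DMSO vehicle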
Insulin prom up: MIN6 insulin promoter up-regulation | MIN6 insulin promoter-GFP reporter, high-content imaging; hits give high values | z-score at 5 µM | 190,000 compounds, 0.3% hits | AID 1625;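 active = z-score above 3 at 5 µM with at least 500 cells counted in the well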
PhoP inhibition: PhoP-dependent GFP reporter repression – Salmonella Typhimurium, primary screen (AID 1863). inhibition, % at 50 µM, or IC50 in µM where a hit was titrated. 300,000 compounds, 0.16% hits. S. Typhimurium PhoP-regulated promoter GFP reporter, 4 h; higher % means a stronger effect;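 active = inhibition over 29.93%, a cutoff 3 SD above the screen mean, later confirmed by dose response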;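 also: 0% = low Mg2+ inducing control and 100% = high Mg2+ repressing control; strong numbers were not always called active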
b-catenin transl: beta-catenin nuclear translocation modulation; 190,000 compounds, 0.3% hits; nuclear translocation activity, % at 5 µM; HeLa beta-catenin nuclear translocation, immunofluorescence imaging;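 active = nuclear translocation activity above 50% at 5 µM, with a well cell count of 50 or more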;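 also: per-cell ratio of nuclear to cytoplasmic median beta-catenin stain intensity; plate controls were DMSO negative control for no effect and GSK-3 inhibitor IX positive control for full effect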
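Signal – beta-catenin immunofluorescence imaging with DAPI · Test system – human HeLa cell line · Dosing – 5 µM primary single dose, 0.1% DMSO, 0.02–20 µM confirmation series · Measure – % activation, nuclear-to-cytoplasmic median beta-catenin signal ratio per cell · Incubation – 24 h compound exposure at 37°C, 5% CO2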
Hep lipid drop: hepatic lipid droplet formation modulation; AML12 mouse hepatocytes, oleate lipid droplets, BODIPY imaging; inhibition, % at 6.5 µM; 240,000 compounds, 0.4% hits;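 active = lipid droplet intensity inhibited by at least 50%, with more than 500 cells counted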
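Material: mouse AML12 hepatocyte cell line, fixed after treatment; Timing: compound with oleate, overnight; Technique: high-content imaging of BODIPY-stained droplets and DAPI nuclei; Probe or stimulus: oleate, 100 µM final; Dosing: compound at 6.5 µM only.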
Dynein cargo inh cytoplasmic EGFP: second read-out of Dynein cargo inh, no call of its own (marks repeat the call); z-score; measured here: cytoplasmic GR-EGFP intensity; hits give high values
Dynein cargo inh nuclear GR-EGFP: also measured in Dynein cargo inh; calls as there; z-score; measured here: nuclear GR-EGFP intensity;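 lower value marks the stronger effect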
Dynein cargo inh cell count: further read-out of Dynein cargo inh, marked with its call; z-score; measured here: cell count per field
Insulin prom up cell count: also measured in Insulin prom up; calls as there; cell count; measured here: cytotoxicity, nuclei count;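 total cells summed across four imaged fields per well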
Hep lipid drop cells 6.5 µM: recorded beside Hep lipid drop, whose call it bears; cell count; measured here: cell count, cytotoxicity flag;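 cells counted across two imaged fields per well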
b-catenin transl cell count 5 µM: further read-out of b-catenin transl, marked with its call; cell count; measured here: cell count, cytotoxicity flag
T cell modulator vesicle-bound %: recorded beside T cell modulator, whose call it bears; double positive events, %; measured here: CD8+ vesicle-bound cell fraction;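 binding gate set so that unloaded-vesicle control wells show 10% double positive cells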
MT stabilizer Hoechst-high %: second read-out of MT stabilizer, no call of its own (marks repeat the call); % Hoechst-high responders; measured here: nuclear condensation Hoechst responders;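 share of cells brighter than vehicle mean plus two SD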
MT stabilizer cytotoxicity %: recorded beside MT stabilizer, whose call it bears; toxicity, %; measured here: cytotoxicity by cell density;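 0% = mean cell density of plate MIN control wells and 100% = no cells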
Autophagy HCS cell loss 18 h: further read-out of Autophagy HCS, marked with its call; toxicity, %; measured here: cell loss, nuclei count;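 cell loss after 18 h compound exposure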
* marks the source's active call; other numbers are inactive results; i = inactive; . = not tested or not shown; + = active, no number. Compounds were not picked by outcome (roughly 3% active in at least one column).

SMILES	Autophagy HCS	Autophagy HCS cell loss 18 h	Dynein cargo inh	Dynein cargo inh cytoplasmic EGFP	Dynein cargo inh nuclear GR-EGFP	Dynein cargo inh cell count	T cell modulator	T cell modulator vesicle-bound %	MT stabilizer	MT stabilizer Hoechst-high %	MT stabilizer cytotoxicity %	ER stress rescue	Insulin prom up	Insulin prom up cell count	PhoP inhibition	b-catenin transl	b-catenin transl cell count 5 µM	Hep lipid drop	Hep lipid drop cells 6.5 µM
N#Cc1ccc(CSc2nnc(NC(=O)c3ccc4ncsc4c3)s2)cc1	i	-15.8	-0.274	-0.0894	-0.147	0.34	i	43.1	3.6	2.6	4.7	-0.6%	4.4*	1376*	-6.1%	-2.9	912	-8.4	730
N#C/C(=N\Nc1ccccc1Cl)C(=O)c1ccccc1	i	2.1	-0.256	-0.204	0.41	1.41	i	36.1	2.7	1.5	8.0	0.1%	0.43	1409	7.3%	0.0	1478	.	.
COC(=O)c1ccc(/C=N/NC(=O)CC(=O)NCc2cccnc2)cc1	i	-5.2	-0.346	-0.253	0.281	-0.166	i	37.2	2.8	4.2	4.8	1.4%	-0.36	1379	-7.2%	-0.8	1035	16.1	690
COc1ccc2nc(/C=N/NC(=O)[C@H](C)NC(=O)OC(C)(C)C)ccc2c1	i	4.1	-0.0327	-0.318	-0.448	0.918	i	46.3	1.5	3.1	7.0	-0.3%	-0.1	1431	-19.6%	1.3	570	4.3	644
Cc1nc(Cl)c(C(=O)NCCC(C)C)c(C)c1[N+](=O)[O-]	i	24.7	0.931	-0.202	0.672	-0.487	i	9.7	2.5	1.8	5.8	-1.9%	0.03	1481	1.4%	-1.7	1128	13.6	662
Nc1cc(N)nc(SCc2nnnn2-c2ccc(Cl)cc2)n1	i	6.5	0.173	-0.328	0.28	-0.0195	i	30.7	2.2	2.6	4.0	-2.9%	0.13	1278	1.8%	-5.0	553	2.5	684
COc1ccc(C(=O)N/C(=C\c2ccc3c(c2)OCO3)C(=O)Nc2cccc(C(=O)O)c2)cc1	i	3.7	0.654	-0.289	0.777	-0.828	i	29.5	1.9	1.1	7.2	-0.4%	0.16	1607	1.5%	-3.4	1098	-37.2	599
c1coc(-c2nc3c([nH]2)CCc2nonc2-3)c1	i	1.3	0.386	-0.328	0.0641	0.000664	i	23.7	0.9	2.0	2.3	-0.4%	0.12	934	2.6%	-1.4	1275	1.0	770
CCNc1nc(Oc2ccc(OC)cc2)cc(C(F)(F)F)n1	i	-4.5	0.201	-0.353	0.784	-0.346	i	37.7	2.1	2.2	5.0	-1.2%	-0.74	1479	2.9%	-1.2	909	-0.4	687
CCOc1ccc(C(C)=O)cc1CN1C(=O)C(=O)N(CC)C1=O	i	-13.2	3.58	0.386	4.36	-1.13	i	16.4	0.2	1.7	4.8	3.8%	-0.21	1260	-1.2%	-0.9	1095	2.8	691
CCN(CC)S(=O)(=O)c1ccc(N/N=C/c2cc(OC)c(OC)cc2OC)nc1	i	36.0	1.16	-0.145	0.666	-0.694	i	9.0	5.9	2.4	8.1	-0.9%	-0.1	1538	-3.3%	-1.2	1046	-10.6	620
COc1ccc(NC(=O)Cn2cnc3sc(C)c(S(=O)(=O)N4CCOCC4)c3c2=O)c(OC)c1	i	32.3	0.517	0.358	0.605	-0.604	i	29.4	1.9	1.9	6.0	-4.6%	-0.42	1364	-8.8%	-1.0	1138	-15.1	707
CCC(C)(C(=O)Nc1ccccc1C)N(C(=O)CNC(C)=O)c1ccc(C)cc1 (stereo unspecified)	i	-5.5	-0.549	-0.285	-0.216	-0.0265	i	36.2	4.2	3.2	4.1	1.1%	0.02	1307	-0.6%	.	.	0.5	714
COc1cc2cc3c(N)c(C(=O)Nc4sc(C)c(C)c4C#N)sc3nc2cc1OC	i	1.8	1.85	-0.0273	-0.0237	-1.54	i	28.0	5.4	2.1	6.8	-0.9%	.	.	-12.3%	.	.	.	.
COc1ccc(-n2cnc3c(sc4nccc(N(C)C)c43)c2=O)cc1	i	-0.8	-0.618	-0.272	-0.378	0.149	i	60.1	2.8	1.5	1.3	-2.2%	0.1	1298	-11.9%	.	.	-1.5	717
Cc1nnsc1-c1c(C(=O)O)c(C)nn1-c1ccc(OC(F)(F)F)cc1	.	.	0.0626	-0.179	-0.042	0.712	i	16.4	.	.	.	.	.	.	-1.3%	-2.7	1172	6.6	737
Cc1ccnc(NC(=O)/C=C/c2ccccc2Cl)c1	i	0.7	-0.0883	-0.313	-0.392	0.0228	i	60.2	3.2	2.6	8.0	-11.2%	0.47	1278	2.7%	-2.6	527	-0.1	644
CCOc1ccc(NC(=O)CN(C2CCCCC2)S(C)(=O)=O)cc1	i	0.9	-0.489	-0.254	-0.109	0.569	i	58.9	4.5	2.5	4.8	-1.0%	.	.	15.8%	.	.	7.1	751
O=c1oc2cc(O)c(Cl)cc2c2ccccc12	i	8.1	1.05	-0.191	0.631	-0.505	i	32.9	2.6	2.3	2.4	-1.8%	0.39	1302	-10.2%	-0.8	588	23.1	721
Cc1nc(NCCCN2CCOCC2)c2oc3ccccc3c2n1	i	28.6	1.72	-0.379	0.749	-0.831	i	31.3	6.2	2.1	19.5	-0.6%	.	.	1.6%	.	.	13.2	781
CCOc1ccccc1NC(=O)C1CCC(CNc2c(N3CCOCC3)c(=O)c2=O)CC1 (stereo unspecified)	i	-10.4	0.353	-0.193	0.353	-0.269	i	6.8	4.7	2.6	8.8	.	.	.	-2.6%	-2.3	1122	-3.8	625
CCOC(=O)c1oc2cc(OCC(=O)OC)ccc2c(=O)c1-c1ccc(OC)c(OC)c1	.	.	0.88	-0.215	0.961	-0.445	i	24.0	.	.	.	.	-0.38	1072	.	0.0	1288	-13.8	645
COc1ccc(C(C(C(=O)c2ccco2)N2CCOCC2)N2CCOCC2)cc1 (stereo unspecified)	i	-4.2	0.23	-0.232	0.0395	0.00584	i	17.1	3.9	2.2	5.2	0.7%	-0.05	1840	6.5%	-1.7	1235	19.4	649
Cc1cccc(OCC(O)CN2C(C)(C)CC(O)CC2(C)C)c1C (stereo unspecified)	i	2.5	-0.761	-0.272	-0.517	1.7	i	43.6	3.8	2.6	5.8	-2.0%	0.66	1249	0.5%	1.0	936	16.7	831
O=C1Nc2ccc(NS(=O)(=O)c3cccs3)c3cccc1c23	i	-4.3	-0.549	-0.259	-0.0107	-0.0123	i	24.1	5.4	3.0	5.2	-1.2%	.	.	-18.8%	-2.1	1056	.	.
COC(=O)c1nn(-c2ccccc2)c(Cl)c1/C=N/OCc1ccc(C)cc1	i	-3.1	0.0107	-0.211	-0.0122	0.252	i	31.5	1.3	1.7	11.1	3.0%	0.13	1656	0.6%	-0.8	1505	.	.
CCOC(=O)c1cc2oc(C(c3nnnn3C3CCCCC3)N3CCOCC3)cc2[nH]1 (stereo unspecified)	+	28.0*	-0.709	-0.224	-0.502	-0.138	i	51.6	11.4	4.9	1.6	-1.6%	.	.	-3.2%	36.7	189	-0.4	720
CCOc1ccc(CC(=O)N2CCN=C2SCc2ccc([N+](=O)[O-])cc2)cc1	i	-1.8	-1.74	-0.0892	-0.529	0.0896	i	28.9	4.9	4.0	7.5	5.1%	-0.13	1237	1.0%	-0.7	1125	-6.8	591
CSCCC(NC(N)=O)C(=O)NCc1cccc(Cl)c1 (stereo unspecified)	i	-6.0	-0.466	-0.246	-0.0558	0.627	i	31.2	0.9	1.6	7.4	-3.2%	0.65	859	12.9%	-1.1	1080	-0.1	790
CCSc1nnc(NC(=O)CSc2nc3c(c(=O)n2-c2ccccc2OC)SCC3)s1	i	-4.4	-0.0586	-0.251	0.305	0.698	i	33.7	1.9	1.8	5.9	1.4%	0.04	1064	3.2%	-1.2	1226	-14.0	705
CN(C)S(=O)(=O)Nc1ccc2c(c1)OCO2	.	.	.	.	.	.	i	49.4	.	.	.	-0.3%	-1.06	1418	-10.0%	-5.1	712	.	.
CCOc1ccc(/C=N/NC(=O)C(C)N(c2ccc(OC)cc2)S(C)(=O)=O)cc1 (stereo unspecified)	i	-14.9	-1.04	0.0556	0.126	0.94	i	23.5	3.3	2.1	3.9	2.1%	0.83	1420	-9.9%	0.6	1460	.	.
